LYPLA1 counter – LYPLA1 inhibitors, primary screen, counter-screen for PME1 inhibitor project, biochemical, fluorescence polarization, FP-Rh probe ABPP; AID 2174, 2009; Acyl-protein thioesterase 1 (Homo sapiens), O75608; recombinant LYPLA1; actives 0.16% (n = 320,000); inhibition, % at 5.9 µM;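 active means inhibition above the mean of all tested compounds plus 3 SD, set per campaign, cut at about 14% in these data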;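 further: inhibitors block serine hydrolase probe labeling of LYPLA1 so polarization falls; 0% = enzyme with DMSO and 100% = wells lacking LYPLA1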
PAFAH1B3 inh – PAFAH1B3 enzyme inhibitors, primary screen, biochemical, fluorescence polarization, human; inhibition, % at 3.39 µM; recombinant PAFAH1B3, FP-rhodamine probe; AID 492972, 2010; actives 0.28% (n = 340,000); Platelet-activating factor acetylhydrolase IB subunit alpha1 (Homo sapiens), Q15102;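 active means inhibition above the screen-wide average of all tested compounds plus 3 SD, cut at about 25% in these data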;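 further: 0% = enzyme with DMSO only and 100% = wells lacking PAFAH1B3 protein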
Target sequence (Q15102 whole entry, looked up): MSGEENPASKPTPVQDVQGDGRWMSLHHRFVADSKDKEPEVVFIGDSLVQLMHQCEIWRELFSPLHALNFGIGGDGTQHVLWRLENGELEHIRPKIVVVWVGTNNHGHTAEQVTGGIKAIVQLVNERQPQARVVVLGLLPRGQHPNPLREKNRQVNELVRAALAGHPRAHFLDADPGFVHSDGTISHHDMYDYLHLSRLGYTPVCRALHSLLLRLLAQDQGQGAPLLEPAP
PREPL inhibitor – PREPL enzyme inhibitors, primary screen, biochemical, fluorescence polarization; Prolyl endopeptidase-like (Homo sapiens), Q4J6C6; recombinant PREPL, fluorescence polarization activity-based probe; inhibition, % at 5.96 µM; actives 0.68% (n = 320,000); in the data active means inhibition above about 43%;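 further: 0% = enzyme with DMSO and 100% = wells lacking enzyme; many of its hits are not listed in these tables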
Target sequence (Q4J6C6 whole entry, looked up): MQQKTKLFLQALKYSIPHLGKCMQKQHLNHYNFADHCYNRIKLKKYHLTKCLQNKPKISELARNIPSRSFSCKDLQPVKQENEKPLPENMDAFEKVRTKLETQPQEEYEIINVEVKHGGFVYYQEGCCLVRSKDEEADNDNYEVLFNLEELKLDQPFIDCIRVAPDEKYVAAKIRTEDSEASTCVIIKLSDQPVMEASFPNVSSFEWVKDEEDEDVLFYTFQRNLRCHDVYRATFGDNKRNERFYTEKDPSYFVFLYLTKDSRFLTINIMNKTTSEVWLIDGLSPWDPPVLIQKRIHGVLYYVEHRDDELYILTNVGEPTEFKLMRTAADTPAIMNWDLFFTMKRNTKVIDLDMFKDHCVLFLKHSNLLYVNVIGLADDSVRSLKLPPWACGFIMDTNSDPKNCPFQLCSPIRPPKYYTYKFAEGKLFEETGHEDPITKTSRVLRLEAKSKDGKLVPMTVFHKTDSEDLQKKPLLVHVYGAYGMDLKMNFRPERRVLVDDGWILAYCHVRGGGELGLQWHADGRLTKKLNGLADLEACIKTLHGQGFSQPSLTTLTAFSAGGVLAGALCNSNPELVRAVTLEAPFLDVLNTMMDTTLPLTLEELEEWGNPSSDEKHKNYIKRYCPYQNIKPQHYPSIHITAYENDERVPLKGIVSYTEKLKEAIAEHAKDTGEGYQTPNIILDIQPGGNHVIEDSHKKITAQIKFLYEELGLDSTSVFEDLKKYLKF
LYPLA2 inh – LYPLA2 inhibitors, primary screen, counter-screen for PME1 inhibitor project, biochemical, fluorescence polarization, FP-Rh probe ABPP; Acyl-protein thioesterase 2 (Homo sapiens), O95372; recombinant LYPLA2; inhibition, % at 5.9 µM; actives 0.38% (n = 320,000); AID 2177, 2009;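 active means inhibition above the screen-wide mean plus 3 SD, limit set per campaign, cut at about 26% in these data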;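 further: 0% = LYPLA2 with DMSO and 100% = wells lacking LYPLA2 enzyme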
PAFAH2 FP inh – PAFAH2 enzyme inhibitors, primary screen, biochemical, fluorescence polarization, human. Platelet-activating factor acetylhydrolase 2, cytoplasmic (Homo sapiens), Q99487. recombinant PAFAH2, FP-rhodamine activity probe. inhibition, % at 3.39 µM. actives 0.99% (n = 340,000);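 active means inhibition above the mean over all tested compounds plus 3 SD, cut at about 30% in these data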;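 further: inhibitors block probe labeling of enzyme so polarization drops; 0% = enzyme with DMSO and 100% = wells lacking PAFAH2 protein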
EBNA-1 inhibitor – EBNA-1 DNA-binding inhibitors, primary screen, biochemical, fluorescence polarization. inhibition, % at 14.8 µM. actives 0.34% (n = 300,000). AID 1950, 2009; in the data active means inhibition above about 28%
PAD4 inh – human PAD4 inhibitors, primary screen, biochemical, fluorescence polarization, 1536-well format; recombinant PAD4, RCA probe fluorescence polarization; inhibition, % at 6.36 µM; actives 0.41% (n = 330,000); AID 485272, 2010;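 active means percent inhibition above a cutoff equal to the mean of all tested compounds plus 3 SD, cut at about 15% in these data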;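 further: 0% = PAD4 with RCA probe and DMSO and 100% = probe without PAD4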
ZTA DNA inh – blocks Epstein-Barr virus ZTA, an EBNA-1 counter-screen; inhibition, % at 11 µM; actives 0.15% (n = 320,000); ZTA-DNA binding, fluorescence polarization; AID 2234; P03206; in the data active means inhibition above about 33%
GSTO1 inh – inhibitors of recombinant GSTO1, primary screen, counter-screen for RBBP9 inhibitor project, biochemical, fluorescence polarization; inhibition, % at 5.96 µM; AID 1974, 2009; Glutathione S-transferase omega-1 (Homo sapiens), P78417; activity-based probe fluorescence polarization; actives 1.1% (n = 300,000);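 active means inhibition above the campaign mean inhibition plus 3 SD, cut at about 35% in these data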;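 further: 0% = GSTO1-1 with DMSO and 100% = wells lacking GSTO1-1 enzyme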
Starred values were filed as active, the others as inactive; . = no result given.

nr	molecule	LYPLA1 counter	PAFAH1B3 inh	PREPL inhibitor	LYPLA2 inh	PAFAH2 FP inh	EBNA-1 inhibitor	PAD4 inh	ZTA DNA inh	GSTO1 inh
1	CC(=O)Nc1ccc(N(C)S(C)(=O)=O)cc1	-3	2	-3	10	-6	13	4	0	4
2	COc1ccc(C(=O)Nc2c(-c3cccs3)c(=O)c3ccccc3n2C)cc1	-1	4	7	4	1	5	0	-2	1
3	O=C(NCCc1ccc(F)cc1)Nc1ccc2c(c1)OCO2	1	8	4	5	1	6	3	-3	3
4	CCNC(=O)C(=O)NCC1OCCCN1S(=O)(=O)c1cccs1 (stereo unspecified)	4	8	13	5	0	-1	4	-18	0
5	O=C(Nc1ccccc1O)c1cc(S(=O)(=O)N2CCOCC2)ccc1Cl	-2	4	-6	-4	-4	6	4	-6	0
6	COc1cc(CNc2ccc(N3CCOCC3)cc2)ccc1OCC(=O)NC(C)(C)C	-1	0	8	4	-2	1	-4	-5	7
7	CCOc1ccccc1NC(=O)C1CCCN(C(=O)NCc2ccccc2)C1 (stereo unspecified)	-1	4	6	-4	5	4	-1	-6	-1
8	COc1cccc(OC)c1C(=O)NC(=S)NNC(=O)[C@H]1C[C@@H]1c1ccccc1	3	-5	8	3	5	9	4	-6	-4
9	CCOc1ccc(OCCSc2nc3ccccc3n2CC(=O)O)cc1	-2	6	-8	7	-10	-12	0	5	0
10	COc1ccccc1OCC(=O)N/N=C1/SCC(=O)N1Cc1ccccc1	1	1	-3	1	1	-6	-5	11	-3
11	CCc1ccccc1NC(=O)C1CCCN1C(=O)Nc1ccc(C)cc1 (stereo unspecified)	1	1	-2	-1	11	-4	-4	6	-6
12	Cc1ccc(C2=NN(C(=O)CCC(=O)O)C(c3cccs3)C2)cc1 (stereo unspecified)	-2	7	-4	-6	-3	11	5	8	-1
13	Nc1nc(N)nc(-c2ccccc2O)n1	1	2	9	7	0	7	2	-13	4
14	COc1ccc(Cc2nnc(-c3ccc(F)cc3)o2)cc1OC	-3	0	2	5	0	4	2	9	1
15	COc1ccc(NS(=O)(=O)c2ccc(OCC(=O)N3CCOCC3)cc2)cc1	-6	5	0	-3	0	-8	-5	2	4

Compounds 1 through 5 of the list above:
nr	molecule	LYPLA1 counter	PAFAH1B3 inh	PREPL inhibitor	LYPLA2 inh	PAFAH2 FP inh	EBNA-1 inhibitor	PAD4 inh	ZTA DNA inh	GSTO1 inh
1	CC(=O)Nc1ccc(N(C)S(C)(=O)=O)cc1	-3	2	-3	10	-6	13	4	0	4
2	COc1ccc(C(=O)Nc2c(-c3cccs3)c(=O)c3ccccc3n2C)cc1	-1	4	7	4	1	5	0	-2	1
3	O=C(NCCc1ccc(F)cc1)Nc1ccc2c(c1)OCO2	1	8	4	5	1	6	3	-3	3
4	CCNC(=O)C(=O)NCC1OCCCN1S(=O)(=O)c1cccs1 (stereo unspecified)	4	8	13	5	0	-1	4	-18	0
5	O=C(Nc1ccccc1O)c1cc(S(=O)(=O)N2CCOCC2)ccc1Cl	-2	4	-6	-4	-4	6	4	-6	0

(continued)
nr	molecule	LYPLA1 counter	PAFAH1B3 inh	PREPL inhibitor	LYPLA2 inh	PAFAH2 FP inh	EBNA-1 inhibitor	PAD4 inh	ZTA DNA inh	GSTO1 inh
16	Cc1ccc(S(=O)(=O)N2CCOCC2)cc1NC(=O)C1CC(=O)N(c2ccc3c(c2)OCCO3)C1 (stereo unspecified)	2	9	-6	8	3	-9	-3	4	7
17	Nn1c(-c2ccccn2)nnc1-c1ccccn1	2	8	7	-2	0	9	-5	16	-4
18	CCCCC1=CC2=CC(=O)C(C)(OC(=O)CC)C(=O)C2=CN1CCOC (stereo unspecified)	1	-1	2	1	-2	10	-6	3	21
19	c1ccc2c(c1)CCc1c-2nc2ccccc2c1N1CCOCC1	-3	13	3	-4	1	-8	-1	-1	0
20	C=CCOc1ccc(CNc2nccs2)cc1	2	-2	8	10	-3	-1	1	15	2
21	Cc1nc(SCC(=O)c2ccccc2)c(C#N)c(-c2ccco2)c1C(=O)NCc1ccco1	-4	-3	20	-10	9	0	-2	3	-3
22	CCOC(=O)C1=C(C)NC(C)=C(C(=O)OCC)C1c1ccc(C)o1	2	7	3	3	1	5	0	-8	-5
23	Cc1cccc2cc(CN(Cc3ccco3)C(=O)c3ccncc3)c(=O)[nH]c12	1	-2	11	6	6	-6	-1	-25	13
24	COc1ccc(NC(=O)CC2C(=O)N(c3ccc(F)cc3)C(=S)N2NC(=O)c2ccccc2)cc1 (stereo unspecified)	1	11	-4	1	1	-3	-4	-8	2
25	CC(C)NC(=O)c1ccccc1NC(=O)/C=C/c1ccc([N+](=O)[O-])cc1	-2	12	-14	5	-5	3	-3	-8	8
26	CC(Sc1nncn1C)C(=O)Nc1nnc(-c2ccccc2)s1 (stereo unspecified)	-2	12	0	0	-3	-9	-2	4	1
27	COc1ccc(N2C(=NC(=O)c3ccccc3)SC3CS(=O)(=O)CC32)cc1 (stereo unspecified)	-6	3	20	-10	7	7	-2	4	6
28	COc1cc2oc(=O)ccc2cc1[C@@H](O)[C@@H]1OC(C)(C)OC1(C)C	0	1	4	2	-6	.	-3	-3	.
29	CCN(CC(=O)Nc1ccc(NC(C)=O)cc1)C(=O)c1cccnc1Sc1ccc(C)c(C)c1	-4	9	-5	-3	7	-1	1	3	2
30	CC(C)Nc1ncnc2c1cnn2Cc1ccccc1Cl	2	6	-1	1	5	2	-1	-3	1

Carrying on:
nr	molecule	LYPLA1 counter	PAFAH1B3 inh	PREPL inhibitor	LYPLA2 inh	PAFAH2 FP inh	EBNA-1 inhibitor	PAD4 inh	ZTA DNA inh	GSTO1 inh
31	COc1cc2c3c(c1)C1(C(=O)N3C(C)(C)C=C2C)C(C#N)=C(N)Oc2cc(O)ccc21 (stereo unspecified)	-7	-1	7	-4	11	-21	-3	-7	5
32	O=C(CN1/C(=C(/O)c2ccccc2)C(=O)c2ccccc2S1(=O)=O)c1ccccc1	2	6	1	7	1	1	5	-25	5
33	O=C(Nc1ccc([N+](=O)[O-])cc1)OCCc1ccccn1	4	12	-9	1	5	-18	2	-7	7
34	Nc1c2c(nc3c1CCCC3)CCCC2 (tested in a mixture with another compound)	2	5	18	7	-6	-6	1	-12	5
35	COC(=O)c1cc2oc3ccccc3c2n1CC(=O)N1CCCc2ccccc21	1	1	0	-4	4	-4	-5	1	5
36	CCOC(=O)C(C)n1nc(-c2ccccc2)c2ccccc2c1=O (stereo unspecified)	2	6	7	7	-7	-6	3	-27	4
37	Cc1ccc(Oc2ccc(S(=O)(=O)Nc3ccc(C(=O)O)cc3)cc2)cc1	-2	0	1	-1	-3	.	1	-1	.
38	O=C1CSC(=Nc2ccc(Cl)cc2)N1Cc1cccnc1	0	6	-20	5	-1	3	1	15	-12
39	Cc1ccc(C(=O)CC(=O)COc2ccc(Cl)cc2)cc1	-4	2	8	9	5	4	-1	8	4
40	Cc1cc(C)c2cc(CN(Cc3nnnn3Cc3ccc(F)cc3)C3CCCC3)c(=O)[nH]c2c1	0	4	8	2	-4	-16	-2	-14	1
41	CCOCCn1c(CN2CCCCC2)nc2c1c(=O)n(C)c(=O)n2C	-3	-6	-2	8	10	0	0	1	5
42	O=C(/C=C/c1ccco1)Nc1ccc(N2CCCC2)cc1	-3	7	8	3	-9	-3	2	12	7
43	Cc1ccc(CONS(=O)(=O)c2cc(C)ccc2C)cc1	-4	-3	-16	-1	12	.	0	4	.
44	CCOC(=O)c1ccc(NS(=O)(=O)c2ccc(-c3coc(C)n3)cc2)cc1	1	3	-3	7	-6	8	-1	8	2
45	CSC(=O)CC(=O)NC(=O)c1ccccc1	1	12	-3	0	4	-2	3	-17	3

Down the list, quoted from above:
PAD4 inh, nos. 31–34: -3, 5, 2, 1

As entered above:
CCOC(=O)c1ccc(NS(=O)(=O)c2ccc(-c3coc(C)n3)cc2)cc1 – PAFAH1B3 inh = 3
Cc1cc(C)c2cc(CN(Cc3nnnn3Cc3ccc(F)cc3)C3CCCC3)c(=O)[nH]c2c1 – GSTO1 inh = 1
COc1cc2c3c(c1)C1(C(=O)N3C(C)(C)C=C2C)C(C#N)=C(N)Oc2cc(O)ccc21 (stereo unspecified) – PAD4 inh = -3
O=C(Nc1ccc([N+](=O)[O-])cc1)OCCc1ccccn1 – ZTA DNA inh = -7

Additional entries follow:
nr	molecule	LYPLA1 counter	PAFAH1B3 inh	PREPL inhibitor	LYPLA2 inh	PAFAH2 FP inh	EBNA-1 inhibitor	PAD4 inh	ZTA DNA inh	GSTO1 inh
46	O=C(O)CC12CC3CC(C1)CC(n1cncn1)(C3)C2	2	-1	12	1	-3	-14	-4	9	3
47	COc1cccc(Oc2ccc(OC)cc2C(=O)O)c1	-1	5	2	-5	6	3	6	7	9
48	CN1CCN(S(=O)(=O)c2ccc(N(C)Cc3ccc(C(F)(F)F)cc3)c([N+](=O)[O-])c2)CC1	1	5	36	7	0	.	2	-5	.
49	Cc1ccc(S(=O)(=O)NCC(=O)OCC(=O)NC2CCCCC2)cc1	.	8	24	.	5	.	-6	.	.
50	CCOC(=O)C1=C(O)/C(=C\c2cc(C)n(-c3ccc(F)cc3)c2C)N=C1C	1	-4	-2	0	4	-9	-4	4	1
51	O=C1CC(N2CCOCC2)=NN1c1ccc([N+](=O)[O-])cc1	3	15	-2	2	6	0	12	-1	48*

Compound profiles, from the list above. Order of screens: LYPLA1 counter | PAFAH1B3 inh | PREPL inhibitor | LYPLA2 inh | PAFAH2 FP inh | EBNA-1 inhibitor | PAD4 inh | ZTA DNA inh | GSTO1 inh
O=C(O)CC12CC3CC(C1)CC(n1cncn1)(C3)C2 across the screens: 2 | -1 | 12 | 1 | -3 | -14 | -4 | 9 | 3
CCOC(=O)C1=C(O)/C(=C\c2cc(C)n(-c3ccc(F)cc3)c2C)N=C1C across the screens: 1 | -4 | -2 | 0 | 4 | -9 | -4 | 4 | 1

High-throughput results deposited in PubChem by The Scripps Research Institute Molecular Screening Center.

A portion of the library; rates above refer to the full screens.
